Screening results deposited in PubChem BioAssay by The Scripps Research Institute Molecular Screening Center.
hgDAF-12 ag: activates the H. glycines DAF-12 receptor ligand-binding domain; hit rate 1.8% among 370,000; HEK293 GAL4-hgDAF12 UAS-luciferase reporter, agonist luminescence; normalized to butyrate control; activation, % at 6.8 µM;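 active = activation above a cutoff set at the mean of all screened compounds plus 3 SD, cut at about 10% in these data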;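 note: 0% = DMSO wells and 100% = sodium butyrate wells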
PLCb3 inh: PLC-beta3 (human) inhibition, primary screen; hit rate 0.18% among 370,000; AID 720704; Q01970; inhibition, % at 12.2 µM; Purified PLC-beta3, fluorogenic substrate, fluorescence; in the data active = inhibition above about 11%;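 note: 0% = median of compound wells on plate and 100% = full blocker control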
FXN GAA850 act: increases GAA850 frataxin promoter reporter activity | HEK293 lucGAA850 FXN promoter luciferase reporter, 24 h; percent of 10 µM SAHA response | activation, % at 6 µM | hit rate 0.56% among 360,000 | AID 540364;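 active = activation above the average of all compounds screened plus 3 SD, cutoff fixed separately per campaign, cut at about 7.5% in these data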;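 note: 0% = DMSO wells and 100% = 10 µM SAHA wells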
ADAM17 inh: inhibitors of human ADAM17; inhibition, % at 6.95 µM; P78536; hit rate 0.83% among 370,000; recombinant ADAM17, EDANS/DABCYL FRET peptide cleavage;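 active = inhibition above the mean of compounds lying between control limits plus 3 SD, set per campaign, cut at about 8.5% in these data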;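 note: 0% = DMSO-only wells as the low control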
Target sequence (P78536 215-824 limits assumed): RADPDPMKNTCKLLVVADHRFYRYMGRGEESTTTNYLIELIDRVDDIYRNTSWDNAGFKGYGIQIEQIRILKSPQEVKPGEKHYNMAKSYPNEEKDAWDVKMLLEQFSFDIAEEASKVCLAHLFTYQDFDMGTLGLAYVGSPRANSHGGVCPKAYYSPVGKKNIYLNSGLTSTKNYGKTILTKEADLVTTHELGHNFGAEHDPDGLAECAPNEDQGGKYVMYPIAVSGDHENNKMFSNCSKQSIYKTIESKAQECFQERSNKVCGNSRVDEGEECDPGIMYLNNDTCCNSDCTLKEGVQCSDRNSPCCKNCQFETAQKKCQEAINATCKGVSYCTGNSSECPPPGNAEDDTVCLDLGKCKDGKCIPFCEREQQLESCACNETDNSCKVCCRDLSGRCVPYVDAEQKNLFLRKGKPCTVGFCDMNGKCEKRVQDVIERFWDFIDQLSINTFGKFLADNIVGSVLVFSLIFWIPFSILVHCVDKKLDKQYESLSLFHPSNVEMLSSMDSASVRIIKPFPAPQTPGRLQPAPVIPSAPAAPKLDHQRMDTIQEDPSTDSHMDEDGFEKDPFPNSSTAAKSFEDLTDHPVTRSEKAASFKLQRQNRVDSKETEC
HGIII-sPLA2 inh: Blocks human group III sPLA2 activity. AID 743126. hit rate 0.56% among 370,000. QFRET BODIPY PC-A2 liposome hydrolysis, fluorescence. inhibition, % at 12.2 µM;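 active = inhibition above mean plus 3 SD of compounds lying within the high and low control bounds, cut at about 19% in these data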;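 note: 0% = median of test compound wells and 100% = no enzyme DMSO wells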
ADAM10 inh: inhibitors of human ADAM10; O14672; inhibition, % at 7 µM; hit rate 0.62% among 370,000; recombinant ADAM10, EDANS/DABCYL FRET peptide cleavage, 3 h;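 active = inhibition above a per-campaign cutoff equal to the mean of compounds falling between control-based bounds plus 3 SD, cut at about 20% in these data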;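 note: 0% = DMSO wells while the 100% control is not disclosed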
DAX1 inh-1: DAX1 (NR0B1) inhibition, primary screen; HEK293T StAR-luciferase reporter, SF-1/DAX-1 repression relief; hit rate 1.1% among 370,000; inhibition, % at 6.8 µM; AID 652010;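 active = inhibition above the mean over all tested compounds plus 3 SD, cut at about 3.6% in these data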;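 note: 0% = DAX-1 cells with DMSO and 100% = cells lacking DAX-1 with DMSO; higher inhibition means more luminescence from relief of DAX-1 repression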
ssDAF12 agonist: S. stercoralis DAF-12 activation, primary screen | HEK293 ssDAF-12/GRIP1 lit1-tk-luc reporter, luminescence; % of 3 µM dafachronic acid response | activation, % at 6.8 µM | hit rate 1% among 370,000 | AID 652126;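 active = activation above the mean over all tested compounds plus 3 SD, cut at about 0.9% in these data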;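 note: 0% = DMSO-only wells and 100% = 3 µM delta7-dafachronic acid wells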
hcDAF12 agonist: H. contortus DAF-12 activation, primary screen; HEK293 hcDAF-12 lit1-tk-luc reporter, luminescence; 0% DMSO, 100% Δ7-dafachronic acid; activation, % at 6.8 µM; hit rate 1.4% among 370,000;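 active = activation above the mean of all tested compounds plus 3 SD, cut at about 5.5% in these data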;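 note: 100% = response to 3 µM Δ7-dafachronic acid high control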
PLC-gamma1 inh: inhibitors of human phospholipase C gamma1; hit rate 0.84% among 370,000; P19174; inhibition, % at 12.2 µM; purified PLC-gamma1, fluorogenic substrate, fluorescence; AID 720700; in the data active = inhibition above about 9.5%
DAX1 inh-2: NR0B1 (DAX1) inhibition; inhibition, % at 6.75 µM; hit rate 0.99% among 340,000; AID 504766; HEK293 Gal4-DAX1 luciferase reporter, luminescence; P51843;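 active = inhibition above the mean over all tested compounds plus 3 SD, cut at about 4.2% in these data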;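 note: 0% = DAX1-transfected cells with DMSO and 100% = empty-vector control cells with DMSO; inhibition shows as a rise in luminescence from relieved DAX1 repression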
Target sequence (P51843 207-470 limits assumed): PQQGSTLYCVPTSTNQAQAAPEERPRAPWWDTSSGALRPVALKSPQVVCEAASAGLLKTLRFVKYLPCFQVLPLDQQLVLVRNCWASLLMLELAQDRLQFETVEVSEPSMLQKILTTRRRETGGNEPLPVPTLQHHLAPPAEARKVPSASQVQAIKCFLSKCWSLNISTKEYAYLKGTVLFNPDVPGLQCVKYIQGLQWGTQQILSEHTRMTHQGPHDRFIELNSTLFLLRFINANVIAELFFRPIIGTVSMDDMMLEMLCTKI
* hit, by the source's call; x = not tested or not shown.

SMILES	hgDAF-12 ag	PLCb3 inh	FXN GAA850 act	ADAM17 inh	HGIII-sPLA2 inh	ADAM10 inh	DAX1 inh-1	ssDAF12 agonist	hcDAF12 agonist	PLC-gamma1 inh	DAX1 inh-2
Cc1occc1C(=O)OCC(=O)Nc1ccc(F)cc1	11*	2	1.5	4	0	2	0.3	-0.2	3.6	7	0.7
CCc1ccc2c(c1)C1(NN=C(c3ccccc3)S1)C(=O)N2 (centres undefined)	7.4	-275	-11	-4	1	-12	-2.0	0.0	2.3	-228	-2.5
O=C(N/N=C/c1ccc(F)cc1)c1c(O)c2ccccc2[nH]c1=O	-1.0	-1	-1.0	0	-1	1	-0.3	-1.9	-0.4	-5	0.3
Cc1cc(C)n2nc(SCCOc3ccccc3F)nc2n1	1.3	0	3.9	-3	0	1	1.0	-1.5	-0.7	2	1.2
CC(C(=O)Nc1ccccc1Cl)N(c1ccccc1)S(C)(=O)=O (centres undefined)	-1.8	4	1.4	0	-3	-2	0.1	0.0	1.5	1	0.2
CCn1c(C(=O)O)c(S(=O)(=O)c2ccc(Cl)cc2)c2ccccc21	0.7	-3	0.2	-7	-8	0	0.3	-0.9	2.6	0	1.4
Oc1ccc(C(=S)N2CCN(c3cccc(Cl)c3)CC2)cc1	-3.9	-7	4.0	7	-16	18	-0.8	-0.6	-0.3	9	1.8
COc1cccc(OC)c1C(=O)NC(=O)Nc1c(F)c(F)c(F)c(F)c1F	-2.6	-3	-1.4	-4	14	-12	-0.1	-1.4	-0.2	0	0.7
O=C(NCc1cccc(Cl)c1)c1ccc2nc[nH]c2c1	-1.1	1	-1.8	-1	-3	4	-0.1	-1.4	-1.7	3	0.0
CCOC(=O)c1cc(-c2sc(NC(=O)c3ccccc3)nc2C)n(-c2ccc(Br)cc2)n1	1.6	-19	3.6	-7	-2	-17	-0.9	-0.9	0.1	-12	-0.3
CCOC(=O)CSC1=C(C#N)C(=O)NC2(CCCCC2)S1	-1.7	8	0.2	1	2	4	0.5	-1.5	-1.3	5	0.9
CC1(C(=O)NCc2ccccc2)CN(S(C)(=O)=O)CC(=O)N1Cc1ccco1 (centres undefined)	0.4	3	x	0	12	-13	-0.1	-1.5	-1.8	1	x
CC(=O)Nc1cc(C(=O)N(C)Cc2ccco2)ccc1Sc1ccc(Cl)cc1	-2.5	-4	-1.0	0	-4	6	-0.5	-1.3	-2.4	2	1.9
Cc1cc(C)c(S(C)(=O)=O)c(=O)[nH]1	-0.3	-2	-0.4	-7	6	-9	0.0	-0.9	-1.8	1	-0.3
N=c1oc2ccc([N+](=O)[O-])cc2cc1C(=O)NCc1ccccc1	2.3	-6	1.6	-3	5	-2	0.1	-1.1	-0.3	0	0.2
Cc1cccc(OCCCC(=O)Nc2nnc(C3CCCO3)s2)c1C (centres undefined)	3.0	-6	-0.8	2	-8	-3	0.6	-1.1	0.9	-1	1.2
Cc1nnc(SCC(=O)NC23CC4CC(CC(C4)C2)C3)s1	1.9	-3	4.2	-1	1	-5	-0.3	-1.6	1.0	3	0.0
Cc1ccc(NC(=O)CCC(=O)N2CCC(C)CC2)c([N+](=O)[O-])c1	0.0	-8	1.1	-2	3	-1	0.7	-1.1	-0.8	0	-0.1
Cc1ccc(C(=O)NC2(O)C(=O)c3ccccc3C2=O)cc1C	-2.8	-4	0.1	-1	-1	0	-0.8	-0.6	-0.3	4	-0.9
COc1ccc(C2/C=C\CN(C(=O)NC34CC5CC(CC(C5)C3)C4)CC(=O)N2Cc2ccc(F)cc2)cc1 (centres undefined)	0.6	3	0.4	0	-4	0	-0.3	-1.3	-0.8	1	-0.2
CCn1c(=N)n(CC(=O)c2ccco2)c2ccccc21	-0.3	-12	-0.8	-1	-12	-5	-0.4	-1.2	1.1	-7	1.6
CC(C)(C)N(CC#CCC(O)(c1ccccc1)C1CCCC1)CCO (centres undefined)	0.2	4	2.4	-2	-5	2	0.6	-0.5	-0.6	0	-0.2
CC(C)CNc1c(N)n(CC(C)C)c(=O)[nH]c1=O	2.1	-3	1.4	-24	4	-65	-0.1	-1.4	-1.1	-6	-0.5
C/C(CCc1ccc2c(c1)OCO2)=N\N=C1\NC(=O)CC(C(=O)Nc2ccccc2)S1 (centres undefined)	-1.4	-27	-4.0	-3	-16	-2	-0.3	-0.8	3.2	-19	0.4
CCOC(=O)c1ccc(Nc2nc(C)nc3c2nnn3Cc2ccccc2)cc1	0.2	-32	1.0	-2	-5	-1	0.0	-2.0	2.0	-23	-0.4
O=C1c2ccccc2C(c2nnnn2Cc2ccccc2)N1Cc1ccc(F)cc1 (centres undefined)	-2.1	9	x	1	-5	-1	1.6	-1.0	1.0	1	x
NNC(=O)c1ccc(CSc2nc3ccccc3s2)cc1	11*	-8	1.4	4	2	3	0.1	-0.7	6.1*	-8	-0.6
CCCCn1c(N)c(N(CC(C)C)C(=O)C2CC(=O)N(CCc3ccccc3)C2)c(=O)[nH]c1=O (centres undefined)	-1.3	-3	-0.7	-1	-9	1	1.5	-0.9	0.3	8	0.6
Cc1c(C#N)c2ccccc2n1CC(=O)NC(C)c1ccccc1 (centres undefined)	2.0	2	-1.5	-6	-2	2	0.6	-1.2	0.5	-4	-0.8
CCCCC1=NN2C(=N)CC(=O)N=C2S1	-1.3	-13	-0.1	-26	-19	-89	-0.3	-1.5	-1.3	-9	-0.6
O/N=C/c1ccc(-c2ccccc2OC(F)(F)F)o1	-1.3	-5	2.7	4	-25	4	-0.3	-0.9	0.8	1	0.5
NS(=O)(=O)c1ccc(CCNC(=O)CN2CCC(Cc3ccccc3)CC2)cc1	-6.0	-4	-1.5	-5	1	-10	-3.6	-2.6	-3.5	-2	-1.4
CCn1c(COc2ccc(C)cc2)nnc1SCC(=O)NNC(=O)c1ccc(OC)cc1	0.9	-1	3.6	-3	3	-10	-0.8	-1.4	4.0	-2	0.0
Cc1ccc(NC(=O)c2ccc3c(c2)[nH]c(=O)n3C(C)C)cc1	4.0	2	3.3	-6	0	0	0.2	-1.3	-0.4	3	-0.7
O=C(COc1cccc(OC(F)F)c1)Nc1ccc(SC(F)F)cc1	1.3	-3	2.8	6	-16	14	0.1	-1.1	-1.8	-5	-0.1
CCN1C(=O)C(NC(C)=O)c2cc(Br)ccc21 (centres undefined)	2.3	-1	-2.0	-3	-3	-4	-0.3	-1.0	-0.9	-1	1.0
CCCN(CCC)C(=O)C1CCC(CNS(=O)(=O)c2cccc3nsnc23)CC1 (centres undefined)	1.2	-6	0.2	-4	-2	-4	0.0	-0.6	-2.0	1	0.4
Cc1nn(CC(=O)NC(C)c2ccccc2)c(=O)c2ccccc12 (centres undefined)	-2.0	2	0.3	-1	0	1	0.2	-1.0	-1.6	-1	0.8
Nc1nc(SCc2ccccc2)c2ncn(Cc3ccccc3)c2n1	1.7	-1	3.5	2	-13	6	-0.8	-1.4	-1.5	2	0.3
CCOC(=O)C1=C(C)NC(=S)NC1c1ccc(-c2cccc(Cl)c2C)o1 (centres undefined)	-1.6	-16	1.3	-4	5	3	-1.5	-2.0	-2.6	-2	0.3
Cc1ccc(-c2nc3ccccc3s2)cc1NC(=S)NC(=O)/C=C/c1ccco1	6.2	-12	0.7	-4	1	3	1.9	0.5	3.2	-9	0.9
O=C(N1CCOCC1)N1CCC(n2nnc3ccccc32)CC1	0.9	-1	0.5	-3	0	-1	0.3	-1.0	-0.5	0	1.3
COc1ccc(CC(=O)Nc2nnc(C(C)(C)C)s2)cc1OC	0.7	-1	0.3	-1	-5	10	-0.4	-1.8	-2.0	1	-0.5
CCN1CCN(S(=O)(=O)c2cccc([N+](=O)[O-])c2)CC1	-1.3	5	-0.2	-6	12	-9	-0.1	-0.4	-1.1	3	0.0
CCCn1nnc(NC(=O)/C=C/c2cc(Br)ccc2OC)n1	-1.1	-40	0.8	-21	5	-42	-1.8	-1.5	0.6	-21	-1.7
CCOC(=O)C1CCCN(c2c(NCC3CCCN3CC)c(=O)c2=O)C1 (centres undefined)	-0.1	0	0.4	-2	3	-8	0.3	-1.0	-0.4	-2	1.3
CC(C)(C)n1nc2c(c1NC(=O)COc1ccc3ccccc3c1)CS(=O)(=O)C2	-2.9	0	-1.3	3	1	-1	0.2	-1.9	-2.0	0	-0.2
Cc1cc(C(=O)COC(=O)c2cccc(O)c2)c(C)n1C1CC1	2.2	-5	-0.5	0	-12	-1	3.2	-0.2	1.7	0	0.5
O=C(Cc1cccs1)Nc1ccc(F)cc1F	-0.4	-7	-0.2	0	3	5	0.3	-0.5	-0.6	1	2.0
CCC(=O)Nc1c2c(nn1-c1ccccc1C)CSC2	3.3	1	-2.1	-3	2	-1	-0.4	-1.6	1.3	1	0.3
CCn1nc(C)c(/C=N/NC(=O)CSc2ccccn2)c1C	3.4	-5	2.0	0	-8	3	0.1	-1.9	2.5	0	x
O=[N+]([O-])c1ccc(CS(=O)c2ccccc2)cc1 (centres undefined)	-2.3	2	0.3	-1	-4	-1	-0.3	-0.7	-1.8	-1	1.5
COc1cc(/C=C/C(=O)O)cc(S(=O)(=O)Nc2ccccc2C(=O)NCc2ccco2)c1OC	-0.3	-9	-1.1	-4	8	-32	0.1	-1.2	-0.4	-1	-0.2
O=C(COC(=O)/C=C/c1ccc(Cl)cc1)NC1CC1	2.2	3	-0.9	-2	-8	1	0.2	0.5	2.5	3	-1.1
CCN1C(=S)SC(=O)C1=C1C=C(C)N(CCO)C(C)=C1	12*	-2	7.6	-3	9	-1	3.8*	-0.1	1.7	-2	4.0
CCOC(=O)c1c(-c2cccs2)csc1NC(C)=O	-1.4	-8	0.9	2	1	-2	-0.7	-1.8	-1.8	-7	0.1
CCOC(=O)c1csc(NC(=O)Nc2cccc(OC)c2)n1	3.0	2	x	0	-2	0	-1.1	-2.4	-1.2	0	x
COc1cccc(CN2CCC2(C)C(=O)Nc2cccc(Oc3ccccc3)c2)c1OC (centres undefined)	5.0	0	0.2	-2	2	-12	-0.6	-0.8	-1.0	-1	x
COc1ccc(NC(=O)c2sc3nc(N4CCCC4)c4c(c3c2N)CC(C)(C)OC4)c(OC)c1	-1.0	-206	3.6	-31	-3	-115	-1.5	-1.9	-2.9	-146	0.7
COc1ccc(C(=O)Nc2nnc(C)s2)cc1S(=O)(=O)N1CCOCC1	-3.4	-8	-1.0	-2	17	-13	-1.8	-1.3	-0.6	12*	-0.4
O=C(O)CCN1C(=O)/C(=C/c2cn(-c3ccccc3)nc2-c2cccs2)SC1=S	1.3	-10	5.1	-5	-7	1	0.5	-1.1	-0.9	-8	-0.5
O=c1c(CN2CCN(c3ccccn3)CC2)coc2ccccc12	3.6	-2	3.7	-7	2	-15	-0.1	-0.4	-0.2	-1	-0.3
